PDI turbidity: inhibitors of human protein disulfide isomerase; P07237; PDI insulin aggregation turbidity, A650, 90 min; AID 588391; inhibition, % at 10 µM; 350,000 compounds, 0.052% hits;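 active = mean inhibition across replicates of 30% or more, whatever share of single replicates reach that level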;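 note: absorbance from insulin aggregation driven by PDI reduction with DTT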
Target sequence (P07237 whole entry, looked up): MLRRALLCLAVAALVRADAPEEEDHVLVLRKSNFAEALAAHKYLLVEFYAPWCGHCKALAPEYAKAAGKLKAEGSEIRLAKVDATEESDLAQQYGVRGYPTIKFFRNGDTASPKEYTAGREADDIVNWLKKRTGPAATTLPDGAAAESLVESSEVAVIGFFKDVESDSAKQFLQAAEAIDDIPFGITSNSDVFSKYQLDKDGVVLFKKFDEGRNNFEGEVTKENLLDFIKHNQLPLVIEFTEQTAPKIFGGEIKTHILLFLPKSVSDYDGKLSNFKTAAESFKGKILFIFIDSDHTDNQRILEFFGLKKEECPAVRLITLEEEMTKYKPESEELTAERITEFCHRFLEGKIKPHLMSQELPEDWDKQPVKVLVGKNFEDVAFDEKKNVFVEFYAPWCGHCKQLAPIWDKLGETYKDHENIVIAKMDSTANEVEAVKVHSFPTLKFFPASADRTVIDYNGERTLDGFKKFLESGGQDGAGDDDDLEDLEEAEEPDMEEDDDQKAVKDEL
hiPSC survival: enhancers of human iPSC single-cell survival; hiPSC single-cell survival, ATPlite luminescence; 100% = ROCK inhibitor wells, 0% = DMSO; survival enhancement, % at 20 µM; 360,000 compounds, 0.044% hits; AID 602274; in the data active = survival enhancement above about 18%;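 note: cells exposed to compounds for 16 hours before the ATP read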
H9c2 protect: protects H9c2 cardiomyocytes from peroxide injury; protection from H2O2 cell death, % at 20 µM; H2O2 injury protection, ATPLite, 2 h; 360,000 compounds, 0.63% hits; AID 588492;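 active = compounds giving at least 50% protection of heart cells from peroxide-induced death in the single-dose screen, raw or plate-pattern-corrected value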;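 note: 0% = DMSO wells with peroxide and 100% = DMSO wells without peroxide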
Glyco luc inh: blocks N-linked glycosylation in D54 reporter cells; reporter increase, % at 12.5 µM; D54 ERlucT glycosylation luciferase reporter, 24 h; percent of 100 nM tunicamycin response; AID 588692; 360,000 compounds, 0.23% hits;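 active = mean luciferase reporter signal, scaled so untreated is 0 and the glycosylation-blocking control 100, at or above a set limit in every replicate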;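 note: luciferase carries N-glycosylation sites so blocking glycosylation raises the light; 0% = median of neutral control wells and 100% = median of 100 nM tunicamycin wells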
Granule exo inh: blocks lytic granule exocytosis; TALL-104 LAMP-1 surface exposure, flow cytometry; cells stimulated with thapsigargin and PMA; inhibition, % at 10 µM; 360,000 compounds, 0.66% hits;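 active = inhibition above about 55%, limit read from the data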
ABCB6 inh 2: blocks the human ABCB6 transporter; 360,000 compounds, 0.19% hits; fluorescence ratio to DMSO, % at 10 µM; Q9NP58; AID 602162; K562-ABCB6 porphyrin accumulation, flow cytometry, 1 h; stronger effect = lower value;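 active = fluorescence ratio to DMSO below 75%, the collection mean minus 3 SD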;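 note: signal is porphyrin accumulated inside mitochondria; 100% equals median channel fluorescence of DMSO control wells; lower ratio means ABCB6 inhibition with less porphyrin fluorescence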
m5-HT2A agonist: mouse HTR2A agonism via beta-arrestin recruitment; AID 624169; 360,000 compounds, 0.66% hits; activation, % at 7.6 µM; CHO-K1 mHTR2A beta-arrestin complementation, luminescence; percent of 30 µM serotonin response;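 active = activation above a run cutoff, the mean activation of all tested compounds plus 3 SD, cut at about 14% in these data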;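 note: 0% = plate median of compound wells and 100% = 30 µM serotonin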
Target sequence (P35363 whole entry, looked up): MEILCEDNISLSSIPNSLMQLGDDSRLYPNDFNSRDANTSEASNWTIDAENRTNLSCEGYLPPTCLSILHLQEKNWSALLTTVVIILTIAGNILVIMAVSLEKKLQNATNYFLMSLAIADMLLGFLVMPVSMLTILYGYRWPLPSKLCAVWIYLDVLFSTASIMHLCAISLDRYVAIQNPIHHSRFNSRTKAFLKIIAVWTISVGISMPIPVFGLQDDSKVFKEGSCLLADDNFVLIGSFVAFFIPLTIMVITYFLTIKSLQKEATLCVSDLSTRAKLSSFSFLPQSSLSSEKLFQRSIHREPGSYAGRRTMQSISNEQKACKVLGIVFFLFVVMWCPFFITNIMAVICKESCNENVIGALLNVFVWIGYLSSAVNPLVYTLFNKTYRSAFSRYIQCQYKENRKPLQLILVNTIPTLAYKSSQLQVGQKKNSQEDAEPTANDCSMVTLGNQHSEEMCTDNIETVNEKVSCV
aDG glyco up: alpha-DG glycosylation activation; AID 624168; activation, % at 10 µM; Pro5-aDG cells, alpha-DG glycosylation AlphaScreen (IIH6); 0% Pro5, 100% B10-LARGE cell signal; 360,000 compounds, 0.22% hits;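 active = activation of at least 8% versus controls, or a plate z-score of at least 8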;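 note: Pro5 are CHO cells carrying HIG-tagged alpha-DG that lacks glycosylation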
CaV13 ICDI inh: Disruptors of the CACNA1D IQ motif to Ca2+-dependent inactivation inhibitor domain association, primary screening, Förster resonance energy transfer in intact living …; AID 743397; HEK cells, CFP/YFP FRET ICDI-IQ, plate reader, 10 min; percent FRET-ratio fall versus neutral wells; inhibition, % at 12.3 µM; 340,000 compounds, 0.098% hits;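 active = mean replicate inhibition of at least 30% and at least 1% of replicates passing that level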;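 note: 0% = median of the neutral control wells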
Vif imaging: HIV Vif inhibition; 340,000 compounds, 0.35% hits; AID 602346; HEK293T cells, Vif self-association by quenched fluorescence, imaging, 24 h; inhibition, % at 7.49 µM; in the data active = inhibition above about 50%, passing the limit was not always enough; note: some results filed as inactive read as strong as hits
* = called active by the depositor; / = no result given.

1: CCCCn1c(SCC(=O)Nc2ccccc2C(F)(F)F)nc2ccsc2c1=O
2: COc1ccc(N2CCN(C(CNC(=O)C(=O)NC3CCCC3)c3ccco3)CC2)cc1 (configuration not stated)
3: COc1cccc(-n2nnnc2SCC(=O)c2ccc(NC(C)=O)cc2)c1
4: C[C@@H]1CN[C@@H](CCO)/C1=C\c1ccccc1
5: CC12CCC(=O)N1C(C(=O)NCCN1C(=O)S/C(=C\c3ccccc3F)C1=O)CS2 (configuration not stated)
6: O=C(NCc1ccccc1)c1cc(C2COCCN2C(=O)OCCF)on1 (configuration not stated)
assay / compound	1	2	3	4	5	6
PDI turbidity	-4	-1	-16	-14	-1	-2
hiPSC survival	-0.2	0.3	1.2	0.5	-0.2	1.8
H9c2 protect	2	-1	4	19	-1	0
Glyco luc inh	-2	-2	0	3	0	1
Granule exo inh	-1	4	-1	-5	-4	1
ABCB6 inh 2	94	94	90	104	103	100
m5-HT2A agonist	-1	1	1	6	10	-1
aDG glyco up	0.5	-0.3	-0.3	-0.1	0.4	-0.3
CaV13 ICDI inh	-4	-4	-9	-11	/	-5
Vif imaging	-16	4	-1	5	-5	-1

7: CCNS(=O)(=O)c1ccc2c3c(cccc13)C(=O)N2
8: COc1ccc(S(=O)(=O)N(C)CC(=O)NCc2ccco2)cc1Cl
9: Nc1ccn([C@@H]2O[C@H](CNCc3ccc(C#CCCO)cc3)[C@@H](O)[C@H]2O)c(=O)n1
10: O=C(Nc1cccc(-c2ccccc2)c1)N1CCN(C(=O)Nc2cccc(-c3ccccc3)c2)CC1
11: Nc1cc(-c2ccc(Cl)cc2)nn1S(=O)(=O)c1cccc2nsnc12
12: Cc1ccc(C)c(N(C(=O)CCC(=O)Nc2cc(C)on2)C(C(=O)NC2CCCC2)c2ccco2)c1 (configuration not stated)
assay / compound	7	8	9	10	11	12
PDI turbidity	1	4	6	11	22	1
hiPSC survival	-0.7	-0.4	-1.7	0.8	-0.8	0.1
H9c2 protect	-4	4	4	-2	-22	7
Glyco luc inh	5	1	1	-1	-1	-1
Granule exo inh	0	2	-4	1	4	-1
ABCB6 inh 2	97	99	96	94	94	89
m5-HT2A agonist	-1	3	-1	0	-8	17*
aDG glyco up	-0.2	-0.1	0.0	0.0	-0.3	0.0
CaV13 ICDI inh	-6	/	-6	-8	-7	/
Vif imaging	1	-1	-2	-12	-8	-21

13: CSc1ccc(C(=O)C2CCCN(C(=O)c3ccsc3)C2)cc1 (configuration not stated)
14: O=C(NN=C1CCCC1)C(=O)Nc1cccc(C(F)(F)F)c1
15: Cn1cc(CCCC(=O)NCc2ccc(F)cc2)c2ccccc21
16: O=c1/c(=C\c2ccc(O)cc2)sc2n1C(c1ccccc1)C(c1ccccc1)=NN=2 (configuration not stated)
17: COc1cccc(N(C(=O)c2ccco2)C(C(=O)NC2CCCC2)c2cccnc2)c1 (configuration not stated)
18: O=C(Nc1ccc(N2CCN(C(=O)c3ccc(Cl)cc3)CC2)cc1)c1cccs1
assay / compound	13	14	15	16	17	18
PDI turbidity	2	-7	1	6	-2	0
hiPSC survival	-0.7	1.6	-0.5	-0.9	3.4	-0.1
H9c2 protect	-6	-2	-1	13	6	-3
Glyco luc inh	1	2	0	3	1	-7
Granule exo inh	-3	-2	2	3	-2	3
ABCB6 inh 2	98	97	98	148	104	100
m5-HT2A agonist	-5	-1	3	-2	-3	4
aDG glyco up	0.0	-0.4	0.0	-0.4	0.1	3.2
CaV13 ICDI inh	-6	/	-3	/	/	-5
Vif imaging	3	23	-9	-1	1	-7

19: Cc1sc(NC(=O)CSc2nnc(-c3ccccc3)o2)c(C#N)c1C
20: CCc1ccc(/C=C2/C(=O)N(CC)C(=S)N2C)s1
21: Cc1ccc(S(=O)(=O)N2CCN(C(=O)c3cc(S(=O)(=O)N4CCOCC4)c(Cl)cc3Cl)CC2)cc1
22: COc1ccc([N+](=O)[O-])cc1N(CC(=O)NCCSc1ccccc1)S(C)(=O)=O
23: CCOc1cccc(NC(=O)C2CC(=O)N(C)C(=Nc3cccc(F)c3)S2)c1 (configuration not stated)
24: CC(C)C(NS(=O)(=O)c1cccc2nsnc12)C(=O)NC1CCCCC1C (configuration not stated)
assay / compound	19	20	21	22	23	24
PDI turbidity	-8	8	-9	-3	0	-4
hiPSC survival	-2.3	4.4	-0.2	0.3	2.5	-0.7
H9c2 protect	-5	-3	-2	6	13	1
Glyco luc inh	-3	-2	0	-1	2	0
Granule exo inh	-2	-4	0	-5	0	-2
ABCB6 inh 2	101	96	94	101	93	97
m5-HT2A agonist	2	-4	-6	-4	0	6
aDG glyco up	-0.3	0.0	0.0	-0.2	0.1	-0.1
CaV13 ICDI inh	-3	-4	-6	-3	-7	/
Vif imaging	2	-1	-4	7	1	4

25: COCCNC(=O)C1CCC(CNS(=O)(=O)c2cccc3nsnc23)CC1 (configuration not stated)
26: CC1Cc2ccccc2N1C(=O)CSc1nnc(-c2ccc(S(=O)(=O)N3CCCC3)cc2)o1 (configuration not stated)
27: NNC(=O)c1[nH]c2ccc([N+](=O)[O-])cc2c1-c1ccccc1
28: CCOc1cccc2c1OC1(C)CC2NC(=O)N1c1cccc(C(=O)NCc2ccccn2)c1 (configuration not stated)
29: CC(C)CC1C(=O)N(Cc2cn(CC3CCCCC3)nn2)CCS(=O)(=O)N1Cc1ccc(-c2cccc(CO)c2)cc1 (configuration not stated)
30: Cc1n[nH]c(=S)n1/N=C/c1ccc(OCc2ccc(Cl)cc2Cl)cc1
assay / compound	25	26	27	28	29	30
PDI turbidity	11	1	-1	8	8	-14
hiPSC survival	-0.3	7.2	0.4	-0.3	0.4	1.3
H9c2 protect	0	-7	8	0	-2	-10
Glyco luc inh	-1	-7	1	4	1	-12
Granule exo inh	-3	2	26	3	12	-2
ABCB6 inh 2	97	97	100	91	85	90
m5-HT2A agonist	5	2	-4	9	3	-3
aDG glyco up	0.0	0.7	0.0	-0.1	0.0	-0.2
CaV13 ICDI inh	-5	-5	-2	-2	-6	-4
Vif imaging	3	-2	-13	-1	0	2

31: CCc1nn(C(C)C(=O)N2CCN(c3ccccc3)CC2)c(=O)c2cc3occc3n12 (configuration not stated)
32: CCCCNC(=O)Nc1cc(C(=O)OC)ccc1Cl
33: COc1ccccc1NS(=O)(=O)c1ccc(O)c(C(=O)OCC(=O)c2ccc(Cl)cc2Cl)c1
34: CCOC(=O)c1c(N2C(=O)C3C4C=CC(C4)C3C2=O)sc2c1CCC(C)C2 (configuration not stated)
35: COc1ccc(C(=O)n2nc(-c3ccco3)nc2N)cc1
36: COc1ccccc1NC(=O)c1cccnc1
assay / compound	31	32	33	34	35	36
PDI turbidity	6	1	-3	-1	-5	-2
hiPSC survival	-0.4	2.9	-0.3	0.5	-2.5	12
H9c2 protect	2	-2	-1	1	8	5
Glyco luc inh	5	0	-1	-1	0	2
Granule exo inh	10	-3	-1	-3	-6	-3
ABCB6 inh 2	98	97	105	97	87	94
m5-HT2A agonist	5	2	-4	0	-1	-7
aDG glyco up	-0.1	-0.3	-0.1	-0.1	-0.5	0.1
CaV13 ICDI inh	-4	-4	2	-5	-6	-3
Vif imaging	0	0	-2	-18	/	/

Gathered by group: the compounds so far containing an aryl thioether with sulfur outside any ring (six)
1: CCCCn1c(SCC(=O)Nc2ccccc2C(F)(F)F)nc2ccsc2c1=O
3: COc1cccc(-n2nnnc2SCC(=O)c2ccc(NC(C)=O)cc2)c1
13: CSc1ccc(C(=O)C2CCCN(C(=O)c3ccsc3)C2)cc1 (configuration not stated)
19: Cc1sc(NC(=O)CSc2nnc(-c3ccccc3)o2)c(C#N)c1C
22: COc1ccc([N+](=O)[O-])cc1N(CC(=O)NCCSc1ccccc1)S(C)(=O)=O
26: CC1Cc2ccccc2N1C(=O)CSc1nnc(-c2ccc(S(=O)(=O)N3CCCC3)cc2)o1 (configuration not stated)
assay / compound	1	3	13	19	22	26
PDI turbidity	-4	-16	2	-8	-3	1
hiPSC survival	-0.2	1.2	-0.7	-2.3	0.3	7.2
H9c2 protect	2	4	-6	-5	6	-7
Glyco luc inh	-2	0	1	-3	-1	-7
Granule exo inh	-1	-1	-3	-2	-5	2
ABCB6 inh 2	94	90	98	101	101	97
m5-HT2A agonist	-1	1	-5	2	-4	2
aDG glyco up	0.5	-0.3	0.0	-0.3	-0.2	0.7
CaV13 ICDI inh	-4	-9	-6	-3	-3	-5
Vif imaging	-16	-1	3	2	7	-2

Later entries
37: Cc1nc(SC(C(=O)c2ccccc2)c2ccccc2)n[nH]1 (configuration not stated)
38: O=C(O)Cn1nnc(-c2ccc(OCc3ccccc3Cl)cc2)n1
39: COc1ccc(C(=O)N2CCCCC2C(=O)Nc2ccc(-n3nc(C)cc3C)cc2)o1 (configuration not stated)
40: O=C(/C=C\c1ccco1)Nc1nc(-c2ccc3ccccc3c2)cs1
41: CC(=O)Nc1ccc(C(=O)Nc2ccc(S(=O)(=O)N3CCCC3)cc2)cc1
42: Cc1ccc(OCC(=O)NC(=S)Nc2ccc(S(=O)(=O)Nc3cc(C)on3)cc2)c(Br)c1
assay / compound	37	38	39	40	41	42
PDI turbidity	-2	/	-11	0	8	3
hiPSC survival	-3.1	/	0.1	-0.8	2.3	0.1
H9c2 protect	3	/	0	6	-6	-12
Glyco luc inh	-2	0	1	-3	0	/
Granule exo inh	-2	11	-1	6	-10	8
ABCB6 inh 2	104	97	94	96	101	103
m5-HT2A agonist	4	/	14	-1	-5	-2
aDG glyco up	-0.1	/	0.8	0.0	0.0	0.3
CaV13 ICDI inh	/	-18	-7	-6	/	-2
Vif imaging	-11	0	-4	4	43	/

43: COc1cccc(CCNC(=O)C2CCC(=O)N(C3CC3)C2)c1OC (configuration not stated)
44: Cc1cc(C)c(S(=O)(=O)N2CCCC(C(=O)NCc3cccnc3)C2)c(C)c1 (configuration not stated)
45: COc1ccc(NC(=O)COC(=O)Cc2coc3cc(OC)ccc23)c(OC)c1
46: CCOC(=O)C1[C@H]2C(=O)N(CCCOC)C[C@]23C=C[C@H]1O3 (some centres not stated)
47: COCc1ccc(C(=O)N2CCCC(Nc3ccc(F)c(F)c3)C2)s1 (configuration not stated)
48: CC(=O)Nc1ccc(CCNC(=O)c2ccc3ccccc3c2O)cc1
assay / compound	43	44	45	46	47	48
PDI turbidity	-6	-1	-14	0	8	2
hiPSC survival	-0.5	0.4	-1.4	4.3	1.4	0.9
H9c2 protect	1	-6	1	0	1	1
Glyco luc inh	0	-2	3	-1	1	-11
Granule exo inh	-1	1	1	-1	-13	-3
ABCB6 inh 2	103	92	99	105	102	95
m5-HT2A agonist	1	-3	4	3	-6	0
aDG glyco up	-0.1	0.4	0.3	1.4	0.1	0.2
CaV13 ICDI inh	-5	/	-6	-6	-5	-5
Vif imaging	-4	-3	-15	5	-3	-12

49: CCOC(=O)Nc1sc(C)c(C)c1C(=O)OCC
50: COc1ccc(OCCN2CCN(C(=O)c3ccc(OC)c(OC)c3)CC2)cc1
51: O=C(NCCc1ccc2c(c1)OCCO2)c1cc(F)cc(F)c1
52: N#Cc1cn(-c2ccccc2)nc1-c1ccc2c(c1)OCCO2
assay / compound	49	50	51	52
PDI turbidity	-3	-2	-5	-9
hiPSC survival	-0.8	0.5	3.7	3.5
H9c2 protect	-7	-8	-21	-14
Glyco luc inh	0	-2	0	2
Granule exo inh	-5	7	-2	-2
ABCB6 inh 2	95	93	100	86
m5-HT2A agonist	5	-9	4	0
aDG glyco up	-0.3	0.0	2.4	0.0
CaV13 ICDI inh	-5	-4	-3	-1
Vif imaging	-6	-11	-6	8

This is a random part of the collection; about 3.1% have a hit in one of these screens.
